# High-throughput results from PubChem BioAssay.
# 14-3-3 Bad PPI – disrupts binding of bovine 14-3-3 zeta to phospho-Bad peptide. TR-FRET 14-3-3zeta/Dy647-pBad peptide displacement, 1 h. inhibition, % at 21.7 µM. 0.71% of 220,000 active;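 active means inhibition above about 70%, limit read from the data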;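 further: 0% = full 14-3-3 plus peptide FRET controls and 100% = background without 14-3-3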
# Furin inh – inhibitors of human furin. P09958. purified furin, fluorogenic substrate cleavage. inhibition, % at 30 µM. 0.061% of 220,000 active. AID 463115; in the data active means inhibition above about 25%; further: inactives centre near -15
# EBV gp42 inh – EBV gp42 inhibition | inhibition, % (tested at 21.74 µM) | AID 1085 | Q1HVG2 | 0.42% of 220,000 active | Fluorescence polarization binding assay, mP read-out; in the data active means inhibition above about 50%
# thrombin 1536 – thrombin (human) inhibition; AID 1046; inhibition, % at 5 µM; alpha-thrombin, Boc-VPR-AMC fluorogenic substrate cleavage; 0.26% of 220,000 active; P00734;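 active means inhibition at or above 40%; inactive means inhibition below 40%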;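 further: 0% = enzyme with no compound and 100% = wells without enzyme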
#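 Test system: human alpha-thrombin; medium: pH 7.5 Tris-saline with Tween 20; times: reaction at room temperature; signal: AMC fluorescence at 355 nm excitation and 460 nm emission; also added: Boc-VPR-AMC substrate, 15 µM final; dosing: one concentration per compound, 5 µM, with 0.2% DMSO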
# Rad51 HR inh – blocks human Rad51 in homologous recombination. hRad51 DNA strand exchange, fluorescence dequenching. inhibition, % at 10 µM. 0.085% of 200,000 active. AID 1385. Q06609;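 active means inhibition above 40% at the single screening dose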;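 further: 0% = DMSO control wells and 100% = blanks with heterologous ssDNA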
#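 Assay system: Human Rad51 nucleoprotein filaments preassembled on unlabelled ssDNA | Reagent: Donor/quencher-labelled 47-bp dsDNA substrate | Doses: One concentration, 10 µM final | Times: 37 °C 15-min filament assembly, 30-min compound preincubation, 15-min exchange | Technique: Fluorescein emission 520 nm, excitation 485 nm | Benchmarks: Plate control and blank wells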
# NCF1 inh – p47phox (human) inhibition; p47phox/p22phox peptide binding, fluorescence polarization, 2 h; inhibition, % at 24.7 µM; 0.53% of 220,000 active;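 further: 0% = p47phox with labelled peptide and 100% = labelled peptide alone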
# Cl transport mod – modulators of human KCC2 chloride dependent transport; KCC2 cells, thallium flux FluoZin-2 fluorescence; B-score of Tl+ flux slope (higher = more flux/activation; lower = inhibition) at 10 µM; 2.2% of 190,000 active;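 active means thallium flux slope and its plate-corrected score both differing from the plate sample mean at a set confidence after two filtering rounds, in either direction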;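 further: slope of fluorescence scaled to starting intensity during 10 to 20 s after thallium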
# KLK5 inh – kallikrein 5 (human) inhibition; Q9Y337; recombinant hK5, fluorogenic AMC substrate cleavage; inhibition, % at 5 µM; 0.59% of 210,000 active;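 active means inhibition of 40% or more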;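 further: 0% = enzyme controls without compound and 100% = no-enzyme blanks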
# eIF4E 4G PPI – inhibitors of eIF4E and eIF4G interaction in translation initiation | AID 782 | P63073+Q04637 | inhibition, % at 21.7 µM | 0.37% of 220,000 active | TR-FRET eIF4E-eIF4GI(517-606) binding, 2 h;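 further: 0% = full FRET control wells and 100% = background wells lacking eIF4GI fragment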
# Target sequence (P63073 whole entry, looked up, the tested form may be a part): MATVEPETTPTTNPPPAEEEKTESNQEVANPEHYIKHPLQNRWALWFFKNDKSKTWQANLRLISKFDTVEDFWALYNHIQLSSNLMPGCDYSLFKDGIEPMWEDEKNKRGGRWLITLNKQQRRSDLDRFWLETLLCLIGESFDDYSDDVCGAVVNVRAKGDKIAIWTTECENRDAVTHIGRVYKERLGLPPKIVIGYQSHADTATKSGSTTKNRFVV
# Target sequence (Q04637 whole entry, looked up, the tested form may be a part): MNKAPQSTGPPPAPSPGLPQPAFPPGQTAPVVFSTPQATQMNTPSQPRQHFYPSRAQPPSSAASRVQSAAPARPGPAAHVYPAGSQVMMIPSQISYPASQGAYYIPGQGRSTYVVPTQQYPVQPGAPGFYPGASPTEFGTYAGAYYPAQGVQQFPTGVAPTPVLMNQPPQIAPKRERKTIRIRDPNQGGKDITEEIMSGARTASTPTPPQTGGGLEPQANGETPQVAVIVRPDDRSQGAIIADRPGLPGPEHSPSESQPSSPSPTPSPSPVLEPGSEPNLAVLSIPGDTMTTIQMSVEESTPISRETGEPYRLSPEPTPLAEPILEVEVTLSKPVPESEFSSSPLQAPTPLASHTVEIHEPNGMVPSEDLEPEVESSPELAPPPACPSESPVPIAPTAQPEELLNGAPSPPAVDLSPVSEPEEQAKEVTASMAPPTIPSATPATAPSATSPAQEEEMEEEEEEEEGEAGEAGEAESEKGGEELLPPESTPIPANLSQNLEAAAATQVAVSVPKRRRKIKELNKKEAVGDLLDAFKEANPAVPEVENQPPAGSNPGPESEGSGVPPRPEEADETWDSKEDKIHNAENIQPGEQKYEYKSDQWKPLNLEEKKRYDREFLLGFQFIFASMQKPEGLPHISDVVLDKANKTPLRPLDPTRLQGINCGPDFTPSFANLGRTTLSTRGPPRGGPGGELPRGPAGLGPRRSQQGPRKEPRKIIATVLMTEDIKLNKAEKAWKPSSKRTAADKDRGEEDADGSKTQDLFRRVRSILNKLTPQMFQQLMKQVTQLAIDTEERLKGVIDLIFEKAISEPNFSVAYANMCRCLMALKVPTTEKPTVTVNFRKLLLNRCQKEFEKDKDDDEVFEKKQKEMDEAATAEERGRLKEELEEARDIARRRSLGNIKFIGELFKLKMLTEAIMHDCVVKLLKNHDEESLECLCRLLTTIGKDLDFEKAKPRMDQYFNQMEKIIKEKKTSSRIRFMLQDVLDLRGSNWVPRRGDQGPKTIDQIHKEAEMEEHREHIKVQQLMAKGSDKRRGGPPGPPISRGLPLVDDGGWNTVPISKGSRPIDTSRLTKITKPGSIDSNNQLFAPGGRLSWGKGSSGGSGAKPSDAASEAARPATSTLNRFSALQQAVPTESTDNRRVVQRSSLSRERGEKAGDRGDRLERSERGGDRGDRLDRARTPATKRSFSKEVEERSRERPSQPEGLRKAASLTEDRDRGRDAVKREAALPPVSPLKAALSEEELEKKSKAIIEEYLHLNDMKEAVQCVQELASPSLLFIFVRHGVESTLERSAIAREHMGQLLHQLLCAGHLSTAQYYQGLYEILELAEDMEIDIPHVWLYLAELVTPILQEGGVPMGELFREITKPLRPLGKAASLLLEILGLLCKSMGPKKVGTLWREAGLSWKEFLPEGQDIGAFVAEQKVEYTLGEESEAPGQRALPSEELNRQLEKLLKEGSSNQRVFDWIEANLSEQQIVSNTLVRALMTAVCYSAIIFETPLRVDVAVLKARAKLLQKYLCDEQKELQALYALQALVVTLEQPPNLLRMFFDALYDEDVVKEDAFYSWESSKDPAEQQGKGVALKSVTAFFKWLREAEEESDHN
# Numbers without * were called inactive; x = no result given; [ ] = dose if it differs, or a comment.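 How the source made its calls, unless noted: active means inhibition above about 30% (limit read from the data); inactive means the rest.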
SMILES,14-3-3 Bad PPI,Furin inh,EBV gp42 inh,thrombin 1536,Rad51 HR inh,NCF1 inh,Cl transport mod,KLK5 inh,eIF4E 4G PPI
C=CCSc1nc(C)c(CC(=O)OCC(C)C)c(=O)[nH]1,-7,-11,6,-5,3,1,0.17,1,3
O=C(NCCOc1ccccc1)c1cc2ccccc2o1,-13[fluorescence artefact?],-19[20 µM],-14,-6,4,-13,-0.12,-24,9[fluorescence artefact?]
C/C(=N\Nc1cccc2cccnc12)c1ccc(C)cc1,1,-22,-5,2,1,-10,0.77,-21,1
O=C(COc1ccccc1)n1nc(-c2ccc(Cl)cc2)nc1NCc1ccco1,-12[fluorescence artefact?],-27[20 µM],-10,-5,-4,2,-0.42,-28,-14[fluorescence artefact?]
COc1ccccc1OCCCOc1ccc([N+](=O)[O-])cc1Cl,7,-3[20 µM],-24,2,-3,-8,x,0,12
COc1ccc(C(=S)N(C)C)cc1OC,-1[fluorescence artefact?],-21,-21,1,-4,2,0.3,-18,20[fluorescence artefact?]
Cn1nc(C(=O)Nc2nc3ccccc3[nH]2)ccc1=O,-1,-14,-9,-3,11,-1,-0.042,2,-1
CCOC(=O)N1CCN(CC(=O)Nc2ccc(F)c(F)c2)CC1,-2,-25,-10,-4,x,x,0.24,5,2
CCO/N=C(\C)c1c(O)cc(C(C)C)n(-c2ccccc2)c1=O,-26[fluorescence artefact?],-11,-14,-3,-1,-6,0.79,-19,-3[fluorescence artefact?]
COc1ccc(OC)c(NC(=O)Cc2coc3ccc(C)cc23)c1,x,3[20 µM],-8,0,3,-87,-0.024,6,x
COc1ccc(OCCCn2cc(/C=C3/C(=N)N4C=C(C)SC4=NC3=O)c3ccccc32)cc1,-21,-6,12,-5,6,-123,0.0071,-14,11[fluorescence artefact?]
CCOc1ccc(OCC)c(-c2c(=O)n(OCc3ccc(Cl)cc3)c3ccccc3[n+]2[O-])c1,4,-22[20 µM],-16,5,-11,-17,x,3,-4
CCOc1ccc(NC(=S)N2CCc3cc(OC)c(OC)cc3C2COc2ccc3c(C)cc(=O)oc3c2)cc1 (stereo not drawn),-15,-15,8,-9,0,-8,0.62,-2,0[fluorescence artefact?]
CCc1ccc(OCc2nnc(SCC(=O)Nc3cccc(C(=O)N4CCOCC4)c3)o2)cc1,4,-21,-3,1,5,-4,-3.4*,-12,21
CCOC(=O)c1ccc(NC2c3ccccc3C(=O)N2c2ccc(C)cn2)cc1 (stereo not drawn),0,-5,11,-6,-5,-6,-0.21,-7,3
CC(C)CC(=O)NC(=S)Nc1ccc(F)cc1F,-6,-19,-9,-4,13,-3,1.2,-22,-3
Cc1c(CNCCC2=CCCCC2)c(C(=O)O)c(C)n1Cc1ccccc1,-7,-8,9,-8,x,-10,0.015,x,2
CN(C)C(=O)c1c(-c2ccccc2)oc2ccc(O)cc12,5[fluorescence artefact?],-18,-5,0,-5,-3,0.87,-21,-1
Cc1nc(SCc2ccccc2)c2ccsc2n1,0,-8,15,20,-13,-18,0.032,56*,0
CCCn1c(=O)n(N)c2ccccc21,-2,-11,-10,-4,13,-11,0.17,-10,-8[fluorescence artefact?]

# Some values from the list.
# eIF4E 4G PPI with Cn1nc(C(=O)Nc2nc3ccccc3[nH]2)ccc1=O → -1
# Cl transport mod with COc1ccc(OCCCn2cc(/C=C3/C(=N)N4C=C(C)SC4=NC3=O)c3ccccc32)cc1 → 0.0071

# (continued)
SMILES,14-3-3 Bad PPI,Furin inh,EBV gp42 inh,thrombin 1536,Rad51 HR inh,NCF1 inh,Cl transport mod,KLK5 inh,eIF4E 4G PPI
CC1=Nc2ccc(C)c3nc(C)cc(c23)N1c1ccc(C)cc1,14,-17[20 µM],-16,1,-4,3,-0.47,3,1
CCOc1ccc(C(=O)C[n+]2ccccc2C)cc1,2,-13,-7,-16,6,-3,-0.94,-17,2
Cc1c(NC(=S)NC(NC(=O)C(C)(C)C)C(Cl)(Cl)Cl)c(=O)n(-c2ccccc2)n1C (stereo not drawn),-3,-17,4,-14,-1,0,-0.019,-11,1
Cc1[nH]nc(N=CC2=C(O)CC(C)(C)CC2=O)c1-c1ccc(Cl)cc1,-2,11[20 µM],-10,-16,-5,12,-0.12,-11,-3
COc1ccc(S(=O)(=O)NCCC(=O)NCc2ccccc2)cc1,8,-16,-3,-5,1,0,0.07,-9,4[fluorescence artefact?]
COc1ccccc1C(CCN(Cc1cccs1)C(C)=O)c1ccco1 (stereo not drawn),6,-16,-10,-4,-1,-26,x,17,-7
Cn1c(CC2Sc3ccccc3NC2=O)nnc1SCC(=O)c1ccc(Cl)cc1 (stereo not drawn),-6,-12,-9,9,8,-5,-2.2,-2,2
CCC(=O)NCCc1nc2ccccc2[nH]1,-4[fluorescence artefact?],-29[20 µM],-8,0,7,1,0.82,-1,-14[fluorescence artefact?]
CC(C)c1ccc(N2C(=O)/C(=C/N(C)C)SC2=S)cc1,-4,-16,-2,0,-5,-189,0.35,3,-1
CCn1c(CC(=O)Nc2ccc(C)cc2)nnc1SCC(=O)NCc1ccccc1,-6[fluorescence artefact?],-19[20 µM],-19,-8,3,-5,-0.92,-12,9[fluorescence artefact?]
Cc1ccc(C)c(S(=O)(=O)N(C(=O)c2ccncc2)c2ccc(OC(=O)c3ccncc3)cc2)c1,0,-24,-18,-2,-2,-8,-0.7,0,5
CC(CNC(=O)CC(C)(C)C)NC(=O)CC(C)(C)C (stereo not drawn),-5,-12[20 µM],-8,-2,1,5,-0.081,-6,4
CCOc1ccc(-c2nnn(CC(=O)c3ccc4c(c3)OCCO4)n2)cc1OCC,16[fluorescence artefact?],-22,-13,2,5,7,-0.46,-1,-4
O=C(CSc1nnc(Cc2ccccc2)n1Cc1ccco1)NC12CC3CC(CC(C3)C1)C2,0,-23[20 µM],-12,-1,3,-8,x,-12,3
CCOc1ccccc1C1C(C(=O)OC)=CN(C)C=C1C(=O)OC,-4[fluorescence artefact?],-70,-16,-8,-34,-10,1.2,-14,-6
CCCc1nc2oc3c(NCCCN(C)C)ncnc3c2c2c1CCCC2,0,-23,-13,1,-6,7,0.86,-3,0
CCCCOc1ccc(CSC2=NCCN2)cc1[N+](=O)[O-],-23[fluorescence artefact?],-12,-5,-2,4,-7,-0.16,-26,0[fluorescence artefact?]
O=C(N/C(=C\c1cccnc1)C(=O)N1CCOCC1)c1cccc(Br)c1,4[fluorescence artefact?],-4[20 µM],-7,-1,-1,-15,-1.1,3,-11
Cc1nn(C/C(C#N)=N\O)c(C)[n+]1N,0[fluorescence artefact?],-17,-7,-3,-11,-10,0.6,1,-3[fluorescence artefact?]
Cn1c(CN2CCN(CCO)CC2)c(C#N)c2ccccc21,3,-18,-18,-4,14,-4,-0.017,0,0
COC(=O)c1ccc(NC(=O)COC(=O)C2CC(=O)N(Cc3ccccc3)C2)cc1 (stereo not drawn),5,-13,-3,-3,-3,-1,-0.48,-10,4
Cc1cc(=O)oc(C)c1C(=O)NCc1c(F)cc(F)cc1F,-5,8,0,1,1,-13,x,-2,-2[fluorescence artefact?]
COc1ccc(C(NC(=O)C(C)C)c2c(O)ccc3ccccc23)cc1OC (stereo not drawn),11,-17,-7,-5,-12,-9,0.99,-17,-3
Cc1c(NC(=O)CSc2ccccc2Cl)c(=O)n(-c2ccccc2)n1C,-4,-17,-8,-16,9,3,0.06,-2,-7
Cc1ccc(C)c(-n2nnnc2Sc2nnnn2-c2ccccc2)c1,-6[fluorescence artefact?],-18,-13,1,-5,-3,-1.2,1,-3
CCOc1cc(NC(=O)C2CCCCC2)c(OCC)cc1NC(=O)c1ccccn1,-12,0,-12,6,28,-2,0.006,-4,2
Fc1ccc(C2N(c3ccccc3)C(=S)N3CCCN23)cc1 (stereo not drawn),10,-12,-4,1,x,-8,-1.7,1,-11
COC(=O)CSc1nnc(-c2ccccc2OC)o1,13,-25[20 µM],0,0,-1,5,x,2,0
CC1(N2CCOCC2)CC2(O)C(=[N+]1[O-])CCc1nonc12 (stereo not drawn),-2,-20,-27,-1,12,-14,1.3,-4,0
CCOC(=O)N1CCN(CC(=O)N2CCC(C(N)=O)CC2)CC1,-5,-24,-15,-2,8,-9,0.84,-2,1
Cc1ccc(-n2nnnc2SCC(=O)NNC(=O)c2ccco2)c(C)c1,-5,-15[20 µM],3,0,1,8,0.54,0,2[fluorescence artefact?]
Cn1c(=O)c2c([nH]c(=O)n2C)n(C)c1=O,9,-16[20 µM],-31,2,6,-6,0.04,7,2
Cc1cc(S(=O)(=O)N2CCN(c3c(C)cccc3C)CC2)ccc1F,6,12[20 µM],2,-3,-5,-5,-0.33,9,6
CCOC(=O)c1sc(-c2ccccc2)cc1NC(=O)Nc1ccc([N+](=O)[O-])cc1,-12,1,-19,0,-3,7,1.4,-18,-5
Cc1ccc(NC(=O)c2ccccc2-c2ccccc2C(=O)O)cc1C,-3,-30,1,0,-245,-2,0.6,6,2
O=C(Nc1cc(Sc2ccccn2)cc([N+](=O)[O-])c1)c1ccc(Cl)cc1,3,-5[20 µM],-1,4,x,-24,-1.1,-3,-15
CC(C)Cc1ccc(C(C)C(=O)OCC(=O)c2c[nH]c3ccccc23)cc1 (stereo not drawn),5[fluorescence artefact?],-11[20 µM],4,-11,10,-10,x,-6,2[fluorescence artefact?]
O=C(CSCCOc1ccccc1)NCc1ccncc1,-4,-12,-17,-3,-8,-3,2.5,4,-1
CCOC(=O)c1cnn(CCOC(=O)c2ccccc2)c1NC(=O)c1ccccc1,-6,-27,-4,-2,9,-11,0.19,-9,5[fluorescence artefact?]
CCOC(=O)N1CCN(C(=O)CSCc2ccccc2)CC1,-22[fluorescence artefact?],-15,-14,4,x,6,-0.15,-2,-1

# Fetched by structure from the entries so far:
SMILES,14-3-3 Bad PPI,Furin inh,EBV gp42 inh,thrombin 1536,Rad51 HR inh,NCF1 inh,Cl transport mod,KLK5 inh,eIF4E 4G PPI
Cc1ccc(-n2nnnc2SCC(=O)NNC(=O)c2ccco2)c(C)c1,-5,-15[20 µM],3,0,1,8,0.54,0,2[fluorescence artefact?]
Cc1cc(S(=O)(=O)N2CCN(c3c(C)cccc3C)CC2)ccc1F,6,12[20 µM],2,-3,-5,-5,-0.33,9,6

# (listing goes on)
SMILES,14-3-3 Bad PPI,Furin inh,EBV gp42 inh,thrombin 1536,Rad51 HR inh,NCF1 inh,Cl transport mod,KLK5 inh,eIF4E 4G PPI
Cc1ccc(NC(=O)CSc2n[nH]c(C)c2[N+](=O)[O-])cc1,-14,-3,-2,-4,10,-10,0.12,-22,-2
O=C(NCCN1CCOCC1)c1ccc(=O)n(Cc2ccc(Cl)cc2)c1,-12,-28,2,-1,3,1,0.1,-8,-3
O=C(CSc1ncn(-c2ccccc2)n1)Nc1nc(-c2ccccc2)cs1,3,-24[20 µM],-16,4,-3,-7,-0.074,-12,1[fluorescence artefact?]
COc1cc(C(=O)NCC2CCCO2)ccc1OCc1c(C)noc1C (stereo not drawn),13,-26,-17,-9,-4,5,x,-9,-6
CCCCN(C(=O)CSc1nnc(-c2ccco2)o1)c1c(N)n(Cc2ccccc2)c(=O)[nH]c1=O,-1,-34,-4,-2,13,-8,0.24,2,3
Cc1ccc(NC(=O)CCNS(=O)(=O)c2ccccc2)c(C(=O)c2ccccc2)c1,-6,-17,-5,-7,-10,-2,-0.11,-8,-1
O=C(OCc1nnc(-c2ccc(Cl)cc2)o1)C12CC3CC(CC(O)(C3)C1)C2,4,-23,-2,-3,2,0,-0.79,13,-1
CCN(Cc1ccc(OC)c(F)c1)C(=O)CCl,5,-16,-7,-7,x,-1,-0.69,-5,-2
CN1CCc2nc(NC(=O)c3cccc(OC(F)F)c3)sc2C1,-10,-16[20 µM],-13,8,-21,-51,-0.45,-15,1

# Some entries already given, limited to 14-3-3 Bad PPI.
Compound | 14-3-3 Bad PPI
CN1CCc2nc(NC(=O)c3cccc(OC(F)F)c3)sc2C1 | -10
O=C(NCCN1CCOCC1)c1ccc(=O)n(Cc2ccc(Cl)cc2)c1 | -12
